Screening results as filed in PubChem.
PolyA inh = polyadenylation inhibitors in yeast reporter cells, primary screen, luminescence, S. cerevisiae; S. cerevisiae SKY197-pL101 polyadenylation reporter, beta-gal luminescence; efflux-impaired pdr1/pdr3 knockout yeast; score 100 = 6 SD above DMSO; calls only at 12 µM; 300,000 compounds, 0.02% hits;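 active means lowest replicate activity score at least 50, where 100 means six control SD above control mean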;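 further: yeast exposed to compound for 9 h at 30 °C; higher score means more reporter readthrough which indicates perturbed polyadenylation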
TRPC6 activator = mouse TRPC6 channel activators, primary screen, cell-based, HEK293, membrane potential dye; AID 2550, 2010; B-score at 10 µM; 310,000 compounds, 0.13% hits; HEK293-TRPC6 membrane potential dye fluorescence; active compounds read high; Short transient receptor potential channel 6 (Mus musculus), Q61143;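 active means B-score of the integrated fluorescence ratio above library mean plus 3 SD, and starting fluorescence ratio within library mean plus 5 SD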;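 further: higher score means more depolarization so channel activation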
MrgX1 PAM = positive allosteric modulators of MrgX1, primary screen, HEK293 cells, Fluo-4 calcium flux | AID 588675, 2011 | 310,000 compounds, 0.63% hits | Mas-related G-protein coupled receptor member X1 (Homo sapiens), Q96LB2 | B-score at 10 µM | FDSS; active compounds read high;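 active means plate-corrected calcium response at least 3 library SD above typical, normal starting fluorescence, not activating the receptor alone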;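 further: compound read alongside a low EC10 to EC30 dose of BAM8-22 agonist; peak minus trough fluorescence over baseline measured at the second addition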
MrgX1 antagonist = antagonists of human MrgX1 receptor, primary screen, HEK293 cells, Fluo-4 calcium flux | BAM8-22 antagonism; active compounds read low | B-score at 10 µM | 310,000 compounds, 1.3% hits | AID 588676, 2011 | Mas-related G-protein coupled receptor member X1 (Homo sapiens), Q96LB2;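 active means calcium-response B-score plate-corrected more than 3 library SD below zero, starting fluorescence within 5 deviations, no agonist response on first addition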;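 further: peak minus trough fluorescence over baseline after final BAM8-22 challenge near maximal dose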
MrgX1 agonist = agonists of human MrgX1 receptor, primary screen, HEK293 cells, Fluo-4 calcium flux | Fluo-4 calcium fluorescence, agonist mode; active compounds read high | B-score at 10 µM | 310,000 compounds, 0.44% hits | AID 588627, 2011;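 active means calcium response B-score plate-corrected fluorescence ratio at least 3 library SD, with starting fluorescence B-score inside 5 SD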
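Test system: HEK293 cells stably expressing human MrgX1 receptor; amount: 15,000 cells per well; doses: compound delivered in addition one of three; times: overnight plating before 1 h dye loading; detection: Fluo-4 NW calcium-flux fluorescence, kinetic read; read-out basis: B-scored fluorescence response ratio; controls: positive and negative controls per plate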
TRPC4 PAM = positive allosteric modulators of TRPC4, primary screen, cell-based, mouse TRPC4beta, HEK293 mu-opioid, Fluo-4 calcium | Short transient receptor potential channel 4 (Mus musculus), Q9QUQ5 | DAMGO EC20, Fluo-4 Ca2+ flux; active compounds read high | B-score at 10 µM | 310,000 compounds, 0.42% hits | AID 2227, 2009;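 active means B-score of calcium response area above 5 SD of library B-scores, with initial fluorescence ratio within 5 SD of library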;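 further: B-score of integrated fluorescence ratio over time as area under calcium response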
Target sequence (Q9QUQ5 whole entry, looked up): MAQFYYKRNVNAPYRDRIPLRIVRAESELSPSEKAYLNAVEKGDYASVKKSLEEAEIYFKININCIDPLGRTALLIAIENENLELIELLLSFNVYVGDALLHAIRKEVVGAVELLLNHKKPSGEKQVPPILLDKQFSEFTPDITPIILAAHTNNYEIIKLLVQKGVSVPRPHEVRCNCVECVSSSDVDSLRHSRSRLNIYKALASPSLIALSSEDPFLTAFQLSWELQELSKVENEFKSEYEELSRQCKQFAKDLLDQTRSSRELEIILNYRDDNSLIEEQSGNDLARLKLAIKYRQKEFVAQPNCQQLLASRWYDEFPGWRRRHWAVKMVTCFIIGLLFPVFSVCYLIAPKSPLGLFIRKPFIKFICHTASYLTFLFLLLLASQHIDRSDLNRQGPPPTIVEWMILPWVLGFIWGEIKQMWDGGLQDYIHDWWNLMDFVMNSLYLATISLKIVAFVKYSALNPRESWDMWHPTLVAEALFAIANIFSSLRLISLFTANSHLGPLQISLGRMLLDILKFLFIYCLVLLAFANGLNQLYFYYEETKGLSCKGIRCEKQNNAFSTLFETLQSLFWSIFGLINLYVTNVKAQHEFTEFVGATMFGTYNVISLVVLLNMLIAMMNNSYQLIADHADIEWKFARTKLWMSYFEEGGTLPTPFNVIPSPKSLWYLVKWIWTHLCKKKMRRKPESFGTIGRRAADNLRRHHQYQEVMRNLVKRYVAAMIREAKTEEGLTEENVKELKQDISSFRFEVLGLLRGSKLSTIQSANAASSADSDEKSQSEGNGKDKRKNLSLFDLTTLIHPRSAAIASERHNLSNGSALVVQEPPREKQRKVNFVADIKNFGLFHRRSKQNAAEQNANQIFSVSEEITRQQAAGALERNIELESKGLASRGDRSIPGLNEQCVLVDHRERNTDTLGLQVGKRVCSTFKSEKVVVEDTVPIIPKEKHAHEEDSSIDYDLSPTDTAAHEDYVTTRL
AI-2 QS mod = Vibrio harveyi AI-2 quorum sensing modulators, primary screen, JMH597 strain, luminescence/OD600 ratio; Vibrio harveyi JMH597 AI-2 luminescence/OD600 ratio, 9 h; active compounds read low; strain lacks LuxN and CqsS sensors; 0 = neutral-control median; activity change, % at 7.5 µM; 300,000 compounds, 0.4% hits; in the data active means activity change below about -75%, passing the limit was not always enough;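 further: luminescence divided by OD600 gain over 9 h not by final OD600 alone; inactives centre near 13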
TRPC6 inhibitor = mouse TRPC6 channel inhibitors, primary screen, cell-based, HEK293, membrane potential dye; ACh-evoked depolarization; active compounds read low; B-score at 10 µM; 310,000 compounds, 1.1% hits; AID 2553, 2010;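 active means B-score under library mean minus 3 SD, initial fluorescence not abnormally high, positive integrated signal ratio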;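 further: B-score derived from integrated fluorescence ratio over the kinetic read; more negative B-score means stronger inhibition of depolarization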
TRPC4 act = activators of mouse TRPC4 channel, primary screen, Fluo4 calcium, HEK293 TRPC4beta/mu-opioid cells | Fluo4 calcium fluorescence; active compounds read high | B-score at 10 µM | 310,000 compounds, 0.49% hits | AID 2237, 2010;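 active means B-score above 5 SD of library B-scores, and initial fluorescence ratio not above library mean plus 5 SD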;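 further: positive B-score marks a calcium rise read as TRPC4 activation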
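Material: TRPC4beta and mu-opioid receptor HEK293 stable cells | Incubation: 45 min room-temperature Fluo4 loading, 110 s read | Detection: Kinetic Fluo4 calcium fluorescence | Measure: Integrated baseline-normalised fluorescence ratio, converted to per-well B score | Benchmarks: Low control buffer alone, high control maximal DAMGO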
TRPC4 block = inhibitors of mouse TRPC4 channel, primary screen, Fluo4 calcium, HEK293 TRPC4beta/mu-opioid cells; 300,000 compounds, 0.39% hits; AID 2247, 2010; Short transient receptor potential channel 4 (Mus musculus), Q9QUQ5; DAMGO-evoked Fluo4 calcium flux; active compounds read low; B-score at 10 µM;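 active means B-score over 3 SD under the library average, no early fluorescence shift, positive overall ratio signal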
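Material: HEK293 cells with stable TRPC4beta plus mu-opioid receptor expression; probe or stimulus: DAMGO in two steps, submaximal then maximal; technique: Fluo4 calcium fluorescence by kinetic imaging, 5 s 1 Hz baseline; measure: integrated fluorescence ratio relative to baseline, converted to per-well B score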
HIF activator = HIF pathway transcriptional activators, primary screen, cell-based, U2OS HRE-luciferase, luminescence; U2OS HRE-luciferase reporter; normalized: DMSO 0%, desferrioxamine 100%; activation, % at 7.5 µM (by protocol); 300,000 compounds, 0.32% hits;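 active means mean activation of at least 10% of the iron chelator positive control signal, with at least half of replicates also reaching 10%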
Active calls of the source: *; i = inactive; . = not tested or not shown. This is a subset. The share of hits here may be higher or lower than overall.

SMILES | PolyA inh | TRPC6 activator | MrgX1 PAM | MrgX1 antagonist | MrgX1 agonist | TRPC4 PAM | AI-2 QS mod | TRPC6 inhibitor | TRPC4 act | TRPC4 block | HIF activator
CCOc1ccc(N(CC(=O)NCCC2=CCCCC2)S(=O)(=O)c2ccccc2)cc1 | i | i | i | i | i | i | -3 | i | i | i | -0.2
O=S(=O)(Cc1ccc(Cl)cc1)c1ccccc1-c1nnc(-c2ccccc2)o1 | i | i | i | i | i | i | 11 | i | i | i | -0.8
CCOC(=O)c1c(-c2ccc(Cl)cc2)cn2ccccc12 | i | i | i | i | i | i | 15 | i | i | i | -0.8
O=c1cc(-c2ccccc2)n(S(=O)(=O)c2ccc3ccccc3c2)o1 | i | i | i | i | i | i | 15 | i | i | i | 2.1
CCn1c(CNC(=O)c2ccccc2Cl)cc2ccccc21 | i | i | i | i | i | i | 33 | i | i | i | 1.1
Cc1cc(C(=O)NC2CCCN(Cc3ccc(Cl)cc3)C2)c(C)o1 (stereo not drawn) | i | i | i | i | i | i | 9 | i | i | i | -0.1
CC(C)C(NC(=O)c1ccc(Cl)cc1)C(=O)O (stereo not drawn) | i | i | i | i | i | i | 21 | i | i | i | 0.1
COc1cccc(N(CC(=O)Nc2ccccc2C)S(C)(=O)=O)c1 | i | i | i | i | i | i | 31 | i | i | i | -0.3
C=CCOc1ccc(CNCC2CCCO2)cc1 (stereo not drawn) | i | i | i | i | i | i | 3 | i | i | i | -0.4
CCCCN(CCCC)S(=O)(=O)c1ccc(C(=O)Nc2nnc(CSC)o2)cc1 | i | i | i | i | i | i | 12 | i | i | i | -0.2
COCCNc1cc(C)nc2cc(-c3ccc(C)cc3)nn12 | i | i | i | i | i | i | -2 | i | i | i | 1.8
COc1cc(OC)nc(Oc2cc(C=O)ccc2OC)n1 | i | i | i | i | i | i | 10 | i | i | i | 0.8
N#CC1=C2Sc3ccccc3N2CCCC1=O | i | i | i | i | i | i | 2 | i | i | i | 0.5
COc1ccc(C(=O)N2CCN(c3nc4ccccc4o3)CC2)cc1OC | i | i | i | i | i | i | 31 | i | i | i | -0.1
CCOc1ccc(NC(=O)CSc2nc3nc(C)cc(C)n3n2)cc1 | i | i | i | i | i | i | 7 | i | i | i | -0.6
COc1ccc(CNC(=O)CCCn2nc(C)c3c(C)n(-c4ccc(C)cc4)nc3c2=O)cc1 | i | i | i | i | i | i | 20 | i | i | i | 0.3
C=CCn1cc(C(=O)NCc2cccnc2)c(=O)c2cc(S(=O)(=O)N(CC)CC)ccc21 | i | i | i | i | i | i | 27 | i | i | i | -0.2
CN1CCCCc2c1nc1c(c2N)CCCC1 | i | i | i | i | i | i | 8 | i | i | . | -0.2
OCCN(CC#CC(O)(c1ccccc1)c1cccc(F)c1)CCO (stereo not drawn) | i | i | i | i | i | i | 29 | i | i | i | -0.6
Cc1ccc2nsnc2c1NC(=O)c1ccc2c(c1)OCCO2 | i | i | i | i | i | i | 13 | i | i | i | -0.2
c1ccc(C(Cc2nc(-c3cccnc3)no2)c2ccccc2)cc1 | i | i | i | i | i | i | 8 | i | i | i | 0.3
Cc1ccccc1NC(=O)Cn1nnc2c(cnn2-c2ccc(F)cc2)c1=O | i | i | i | i | i | i | 6 | i | i | i | -0.1
Cc1ccc(S(=O)(=O)c2nc(-c3ccco3)oc2SCC(=O)NCC2CCCO2)cc1 (stereo not drawn) | i | i | i | i | i | i | 38 | i | i | i | -0.1
CC(C)C(NS(=O)(=O)c1ccc2c(c1)OCCO2)C(=O)NCCc1ccccn1 (stereo not drawn) | i | i | i | i | i | i | 19 | i | i | i | -1.4
COc1ccc(CNc2ccccc2SC)cc1OC | i | i | i | i | i | i | 3 | i | i | i | 0.8
COc1cc2c(cc1OC)C(C(=O)O)C(c1ccc(C)o1)N(C)C2=O (stereo not drawn) | i | i | i | i | i | i | 19 | i | i | i | -0.5
CC1CC(Nc2ccccc2)c2ccccc2N1C(=O)c1ccncc1 (stereo not drawn) | . | i | i | i | i | i | 24 | i | i | i | .
CCOC(=O)c1c(C)n(C)c2ccc(OCC(O)CN3CCC(C)CC3)cc12 (stereo not drawn) | i | i | i | i | i | i | 11 | i | i | i | .
O=C(Cc1nn[nH]n1)c1ccccc1O | i | i | i | i | i | i | 28 | i | i | i | 0.3
S=C(NCc1ccc2[nH]c3c(c2c1)CCCC3)Nc1ccccc1 | i | i | i | i | i | i | 15 | i | i | i | 2.6
COc1cc(NC(=S)N(C)C)c(OC)cc1Cl | i | i | i | i | i | i | 13 | i | i | i | 3.3
NS(=O)(=O)c1cccc(NC(=O)CCCNC(=O)c2ccc(Cl)cc2)c1 | i | i | i | i | i | i | 15 | i | i | i | -0.1
O=S(=O)(c1cc(F)ccc1F)N1CCN(c2ccccn2)CC1 | i | i | i | i | i | i | 27 | i | i | i | -1.3
CCC1CN(C(=O)N2CCC(C(=O)NCCc3ccccc3)CC2)c2ccccc2O1 (stereo not drawn) | i | i | i | i | i | i | -23 | i | i | i | -0.3
COc1ccc(-c2nnc(NC(=O)c3ccccc3C)o2)cc1 | . | i | i | i | i | i | -61 | i | i | i | 0.1
O=C(CNC(=O)c1ccc(Cl)cc1)NC1CCCCC1 | i | i | i | i | i | i | 14 | i | i | i | 0.3
COc1ccc(NC(=O)Cc2coc3ccc4ccccc4c23)cc1S(=O)(=O)N1CCOCC1 | i | i | i | -6.7* | i | i | 28 | i | i | i | -0.3
O=C(CSc1nnc(CNC(=O)c2ccco2)o1)c1ccc(Cl)cc1 | i | i | i | i | i | i | 5 | i | i | i | -0.2
CCOC(=O)C1CCCN(C(=O)CN(c2ccc(OC)cc2)S(=O)(=O)c2c(C)noc2C)C1 (stereo not drawn) | i | i | i | i | i | i | 22 | i | i | i | .
Cn1nc(-c2ccccc2)cc1NC(=O)C1CCCCC1 | i | i | i | i | i | i | 14 | i | i | i | 0.8
Cc1ccc(N(C(=O)Cn2nnc(-c3ccc(C)o3)n2)C(C(=O)NC2CCCC2)c2ccco2)cc1 (stereo not drawn) | i | i | i | i | i | i | 33 | i | i | i | -0.1
O=C(/C=C/c1ccccc1)NC1CC2CCC1C2 (stereo not drawn) | i | i | i | i | i | i | 26 | i | i | i | 1.1
COc1cc(NC(=O)c2ccco2)c(OC)cc1NC(=O)CSc1nnc(-c2cccs2)n1C | i | i | i | i | i | i | 14 | i | i | i | 0.4
COC(=O)CNc1nc(OC)nc(N(C)C)n1 | i | i | i | i | i | i | 12 | i | i | i | -0.3
Cc1ccc(S(=O)(=O)CC(=O)Nc2ccc(S(=O)(=O)Nc3ccccn3)cc2)cc1 | i | i | i | i | i | i | 17 | i | i | i | 0.1
Cc1noc(C)c1COc1ccc(C(=O)Nc2ccccn2)cc1 | i | i | i | i | i | i | 5 | i | i | i | 1.3
CN(C(=O)c1ccccc1-c1ncc[nH]1)C1CCCN(Cc2ccccc2F)C1 (stereo not drawn) | i | i | i | i | i | i | 0 | i | i | i | -0.3
S=c1sc2c(Cl)ncnc2n1-c1ccccc1 | i | i | . | . | . | i | 7 | i | i | i | -8.4
CCc1nc(SCc2ccc(C(=O)OC)o2)n[nH]1 | i | i | i | i | i | i | 12 | i | i | i | 0.1
CSc1nnc(C(C)(C)C)c(=O)n1/N=C/c1ccc(Cl)cc1 | i | i | i | i | i | i | 13 | i | i | i | -0.1
CCOC(=O)C1(CC2CC2)CCN(C(=O)c2ocnc2C)CC1 | i | i | i | i | i | i | 20 | i | i | i | 1.2
O=C(CSc1ccc(-c2cccs2)nn1)N1CCCCCC1 | i | i | i | i | i | i | -35 | i | i | i | 2.1
Cn1c(=O)[nH]c(=O)c2c1[nH]c(=S)n2CCCc1ccccc1 | i | i | . | . | . | i | 15 | i | i | i | -4.2
CC(NC(=O)COC(=O)C1CSC2(C)CCC(=O)N12)C12CC3CC(CC(C3)C1)C2 (stereo not drawn) | i | i | i | i | i | i | 21 | i | i | i | -0.6
Cc1cc(C)cc(C(=O)NC(CC(N)=O)c2ccc(N3CCCCCC3)c([N+](=O)[O-])c2)c1 (stereo not drawn) | i | i | i | i | i | i | 30 | i | i | i | -2.1
Cc1csc(/N=C/N(C)C)c1C#N | i | i | i | i | i | i | 20 | i | i | i | -0.8
Cc1ccc(-c2nn(-c3ccc(F)cc3)cc2C(=O)NC2CCC(O)CC2)cc1 (stereo not drawn) | i | i | i | i | i | i | -1 | i | i | i | 0.1
CCOC(=O)C(CC)/C(C)=N\NC(=O)c1cccc(C)c1 (stereo not drawn) | i | i | i | i | i | i | 9 | i | i | i | -0.7

Copied from above (2 entries):
SMILES | PolyA inh | TRPC6 activator | MrgX1 PAM | MrgX1 antagonist | MrgX1 agonist | TRPC4 PAM | AI-2 QS mod | TRPC6 inhibitor | TRPC4 act | TRPC4 block | HIF activator
Cc1ccc(-c2nn(-c3ccc(F)cc3)cc2C(=O)NC2CCC(O)CC2)cc1 (stereo not drawn) | i | i | i | i | i | i | -1 | i | i | i | 0.1
CCOC(=O)C(CC)/C(C)=N\NC(=O)c1cccc(C)c1 (stereo not drawn) | i | i | i | i | i | i | 9 | i | i | i | -0.7
